Bioassay records (PubChem)
CCT chaperon mod = changes cytosolic chaperonin activity. activity change, % (test concentration not listed), hits read low. purified chaperonin ATPase assay, HTRF ADP detection, 30 min. 360,000 tested, 0.3% active; in the data active = activity change below about -30%; also: % is scaled to controls: 0 for no effect and ±100 for the full control effect
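Nucleotide hydrolysis assay: TRiC at 20–40 nM final (set by batch activity) with 10 uM ATP, 30 min at 37 °C, in presence of 76 uM compound. Detection by competitive ADP HTRF, 30 min ambient.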
TGFb inhibitor = inhibitors of TGF-b signaling | AID 588855 | 410,000 tested, 1.2% active | HepG2 CAGA-GFP TGF-b/SMAD3 reporter, GFP fluorescence, 18 h; TGF-beta stimulated, 500 pg/mL final | Potency, µM (highest dose often 46.1 µM), for inactives: top-dose activity, negative = inhibition, most hits filed as inhibitors; also: potency is read from the fitted curve at half-maximal effect; % is scaled to controls: 0 for no effect and ±100 for the full control effect; nearly all actives have a fitted effect of over 65% in size
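Read-out: total well GFP (ex488/em500-530) summed from mean per-cell fluorescence. Cells: HEPG2 CAGA-GFP, 1% FBS DMEM, 18 h at 37 degrees C with 500 pg/mL final TGF-beta. Unstimulated wells served as the full-inhibition control; stimulated DMSO wells = 0%.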
Nrf2 ARE act = activates Nrf2 signaling. AREc32 ARE-luciferase reporter (MCF7-derived line), luminescence, 24 h. Potency, µM (series often up to 46.1 µM), inactives show top-dose activation, usual class: activators. 410,000 tested, 0.31% active. AID 624171; also: potency is read from the fitted curve at half-maximal effect; % of control where 0% means no effect; nearly all actives have a fitted effect of over 65% in size
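Cells of the AREc32 ARE-luciferase line are plated in OPTI-MEM containing 5% FBS and left overnight at 37 deg C. Compounds are pinned in, incubation continues 24 hr, and firefly luciferase signal is then measured.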
MmCpn inh = M. maripaludis TRiC chaperonin inhibition | purified Mm-Cpn ATPase, ADP Transcreener TR-FRET | Potency, µM (highest dose often 76.9 µM), for inactives: at the highest dose activity, negative = inhibition, hits mostly inhibitors | 330,000 tested, 0.031% active | AID 504842; also: potency is read from the fitted curve at half-maximal effect; % is scaled to controls: 0 for no effect and ±100 for the full control effect; nearly all actives have a fitted effect of over 80% in size
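Measured: ADP formation by purified Mm-CPN. Conditions: 25 nM protein, 10 uM ATP, Tris pH 7.4 with Mg2+, K+ and DTT, 37°C for 30 min. Detection: Transcreener HTRF after 30 min at room temperature.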
A549 viability = kills or reduces viability of A549 cells in Nrf2 counter-screen. A549 ARE-Fluc cells, CellTiter-Fluor viability, 18-24 h. Potency, µM (highest dose often 46 µM), without a hit: top-dose activity change, negative = cytotoxicity, hits mostly inhibitors. 390,000 tested, 0.16% active. AID 504648; also: potency is read from the fitted curve at half-maximal effect; % is scaled to controls: 0 for no effect and ±100 for the full control effect
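A549 ARE_Fluc cells in 5% FBS OPTI-MEM were exposed to compounds in concentration-response for 18-24 h at 37 deg C. Viability was read by CellTiter-Fluor fluorescence (Ex 405/Em 525) after 30 min, before the luciferase read.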
Nrf2 block = inhibitors of Nrf2 signaling. 360,000 tested, 2.1% active. Potency, µM (doses to about 46 µM), for the others: at the top dose activity change, negative = inhibition, usual class: inhibitors. A549 ARE-Fluc reporter, luciferase luminescence, 18-24 h; also: potency is read from the fitted curve at half-maximal effect; % is scaled to controls: 0 for no effect and ±100 for the full control effect; nearly all actives have a fitted effect of over 60% in size
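Nrf2 function is reported as luminescence of an ARE-controlled luciferase in A549 cells. Compounds were tested at several concentrations, and a CellTiter-Fluor read on the same wells flagged cytotoxicity.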
pAkt inh = Akt phosphorylation inhibition | Neuro2A IGF-stimulated pAkt S473 HTRF, 20 min; active compounds read low | activity change, % for hits at 50 µM | 360,000 tested, 0.32% active | AID 651550; in the data active = activity change below about -80%; inconclusive = mostly about -51% to -80%; also: % is scaled to controls: 0 for no effect and ±100 for the full control effect
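Single-point screen (50 µM final compound) in Neuro2A cells stimulated 20 min with 6 nM IGF at 37 deg C. After lysis, Ser473-phosphorylated Akt read by HTRF (ex 330 nm, em 615/665 nm) as the 665/615 ratio.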
EPAC2 ag = EPAC2 (human) agonism; Q8WZA2; EPAC2 activation, biochemical qHTS; response scale: 100% = 6.5 mM cAMP response; Potency, µM (top dose mostly 154 µM), without a hit: at the highest dose activation, most hits filed as activators; 360,000 tested, 0.079% active; AID 720711; also: potency is read from the fitted curve at half-maximal effect; nearly all actives have a fitted effect of over 50% in size
Target sequence (Q8WZA2 whole entry, looked up): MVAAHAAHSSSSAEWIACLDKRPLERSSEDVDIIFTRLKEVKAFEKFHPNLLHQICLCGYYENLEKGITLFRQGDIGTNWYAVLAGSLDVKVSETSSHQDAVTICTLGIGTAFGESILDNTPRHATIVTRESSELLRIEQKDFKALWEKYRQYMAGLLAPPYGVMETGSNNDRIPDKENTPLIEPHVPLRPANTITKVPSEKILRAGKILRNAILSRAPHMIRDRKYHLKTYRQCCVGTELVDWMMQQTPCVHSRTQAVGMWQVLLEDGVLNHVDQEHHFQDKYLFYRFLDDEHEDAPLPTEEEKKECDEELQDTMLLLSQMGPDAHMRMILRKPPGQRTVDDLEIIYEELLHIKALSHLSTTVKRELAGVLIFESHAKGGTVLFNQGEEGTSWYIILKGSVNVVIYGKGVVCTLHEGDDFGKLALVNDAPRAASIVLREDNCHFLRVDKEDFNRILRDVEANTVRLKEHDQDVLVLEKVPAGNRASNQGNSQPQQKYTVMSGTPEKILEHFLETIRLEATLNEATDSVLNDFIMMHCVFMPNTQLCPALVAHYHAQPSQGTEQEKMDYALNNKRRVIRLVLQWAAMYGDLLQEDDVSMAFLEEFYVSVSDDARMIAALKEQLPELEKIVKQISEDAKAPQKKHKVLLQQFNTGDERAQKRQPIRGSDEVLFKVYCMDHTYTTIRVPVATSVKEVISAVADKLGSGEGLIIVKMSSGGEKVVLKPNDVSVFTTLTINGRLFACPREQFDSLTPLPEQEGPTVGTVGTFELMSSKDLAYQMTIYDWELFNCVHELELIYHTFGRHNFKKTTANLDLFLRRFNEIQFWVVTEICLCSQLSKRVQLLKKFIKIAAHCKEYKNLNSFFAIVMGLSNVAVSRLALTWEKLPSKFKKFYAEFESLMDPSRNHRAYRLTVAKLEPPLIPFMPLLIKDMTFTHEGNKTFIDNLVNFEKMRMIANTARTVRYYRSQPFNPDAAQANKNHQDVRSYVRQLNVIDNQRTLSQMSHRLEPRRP
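Compounds were added across a concentration range to EPAC2 (100 nM), RAP1B-BODIPY-GDP (250 nM) and GDP (50 uM). After 5 min at room temperature, fluorescence was recorded at 5-min intervals for 30 min.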
EPAC2 antag = EPAC2 (human) antagonism. Q8WZA2. EPAC2 GEF exchange of Rap1B-BODIPY-GDP, fluorescence. Potency, µM (doses to about 114 µM), without a hit: at the top dose activity, negative = inhibition, actives largely listed as inhibitors. 360,000 tested, 0.18% active; also: potency is read from the fitted curve at half-maximal effect; % is scaled to controls: 0 for no effect and ±100 for the full control effect; nearly all actives have a fitted effect of over 45% in size; many of its hits are not listed in these tables
* marks the source's active call; other numbers are inactive results; i = inactive; ? = inconclusive; / = no result given; [ ] = another dose, or the depositor's remark. Unless noted, calls follow the shape of the dose curve; as a rule, active = well fitted curve in the direction sought with a large enough effect; inconclusive = small, poorly fitted or top-dose-only effect, or another doubt; inactive = no such curve, though single readings can be large; an effect the other way counts as inactive or inconclusive. An excerpt; the hit share may differ from the screen's.

SMILES	CCT chaperon mod	TGFb inhibitor	Nrf2 ARE act	MmCpn inh	A549 viability	Nrf2 block	pAkt inh	EPAC2 ag	EPAC2 antag
CCOC(=O)C1CCN(C(=O)COc2ccc(Cl)cc2Cl)CC1	8.6	3%	-2.1%	1%	-6%	-12%	i	-15%	-2%
C[C@H]1CN([C@@H](C)CO)C(=O)c2cc(C#Cc3ccccn3)cnc2O[C@@H]1CN(C)Cc1ccccc1	-0.7	-2%	-1.8%	/	/	/	i	9%	-7%
CCn1c(SCC(=O)NC2CC2)nnc1-c1ccc(C)cc1	-2.9	0%	0.0%	0%	3%	-5%	i	1%	-4%
CCCC(=O)N1CCC1(C)C(=O)Nc1ccccc1C(C)(C)C (configuration not stated)	-0.6	31%	-0.6%[9.22 µM]	/	/	/	i	5%	9%
Cc1ccc(S(=O)(=O)N2CCN(C(=O)CCCN3C(=O)NC4(CCCC4)C3=O)CC2)cc1C	-1.5	3%	-0.2%	1%	-2%	-18%	i	9%	-13%
COc1ccc(NC(=O)c2cccc(C#N)c2)cc1NS(=O)(=O)c1ccc(F)cc1	0.1	-16%	-0.6%	1%	-1%	-13%	i	4%	-6%
NCCCNCCCCNCCCN	0.5	-7%	4.5%	1%	-2%	18%	i	12%	-3%
COc1ccc(OC)c(NC(=O)N2CC3CCCN3c3ccccc32)c1 (configuration not stated)	/	?	3.3%	/	?	-8%	/	/	/
CC(C)n1nnnc1SCC(=O)NCc1cccs1	-1.9	9%	-0.6%	2%	-1%	12%	i	6%	4%
CCN(CC)CCn1c(=N)n(CC(=O)c2ccc(C)cc2)c2ccccc21	1.5	-22%	6.4%	1%	?	29%	i	-2%	-5%
O=C1CC(SCc2nc3ccccc3[nH]2)C(=O)N1c1ccc(F)cc1 (configuration not stated)	-1.2	-2%	2.1%	1%	-11%	?	i	0%	-5%
O=C(Cn1cnc2onc(-c3ccc(F)cc3)c2c1=O)N1CCN(c2ccc(F)cc2)CC1	/	-29%	1.0%	/	-3%	?	/	/	/
COC(=O)[C@@]1(C)[C@H]2C(=O)N(Cc3ccccc3)C(=O)[C@H]2[C@H]2CN=C(SCc3ccccc3)N21	-1.5	-9%	0.8%	-12%	7%	6%	i	13%	-12%
O=C1NCCN1CCN1C(=O)c2ccccc2NC1c1ccccc1 (configuration not stated)	-2.8	0%	-1.1%	-2%	1%	5%	i	5%	-7%
CC(C)CN1CCC(CN2CCNC(=O)C2=O)CC1	2.8	-14%	-0.4%	/	-4%	8%	i	7%	0%
Cc1onc(-c2ccccc2)c1C(=O)N/N=C/c1cccs1	-2.4	24%	3.6%	-5%	-7%	-8%	i	4%	-2%
CCOc1ccc(Cl)cc1CSc1n[nH]c(C)n1	-2.0	14%	-0.1%	-3%	-4%	-16%	i	-2%	-8%
Cc1cc(C)n2nc(N)c(N=Nc3ccccc3)c2n1	1.4	3%	10.0%	-3%	-1%	?	i	4%	4%
CCCCn1c(N)c(N(CCOC)C(=O)c2ccc(C)o2)c(=O)[nH]c1=O	1.3	-5%	-0.7%	-1%	-6%	11%	i	11%	16%
O=C(CCN1C(=O)c2ccccc2C1=O)NCc1ccccc1	0.6	-7%	-1.1%	1%	2%	10%	i	6%	0%

Next part, overlapping the part above by 2 compounds.
SMILES	CCT chaperon mod	TGFb inhibitor	Nrf2 ARE act	MmCpn inh	A549 viability	Nrf2 block	pAkt inh	EPAC2 ag	EPAC2 antag
CCCCn1c(N)c(N(CCOC)C(=O)c2ccc(C)o2)c(=O)[nH]c1=O	1.3	-5%	-0.7%	-1%	-6%	11%	i	11%	16%
O=C(CCN1C(=O)c2ccccc2C1=O)NCc1ccccc1	0.6	-7%	-1.1%	1%	2%	10%	i	6%	0%
Cc1ccc(C(C(=O)NCc2ccccc2)N(Cc2ccco2)C(=O)c2snc(C(N)=O)c2N)o1 (configuration not stated)	-1.4	0%	3.2%	3%	-3%	-5%	i	6%	-17%
CCOc1ccc(S(=O)(=O)Nc2ccc(C(=O)N3CCCC3)cc2)cc1	-0.8	-1%	-0.6%	-3%	2%	-22%	i	8%	-5%
COc1ccccc1-n1ccnc(SCC(=O)NC2CCCC2)c1=O	1.9	3%	0.0%	-12%	1%	8%	i	13%	-4%
N/C(=N\c1nc2ccccc2o1)NC(=O)c1ccc([N+](=O)[O-])cc1	0.5	-12%	-1.0%	2%	0%	?	i	-3%	-5%
CCOc1ccc(CNC(=O)C(C)n2ccc3cc(S(=O)(=O)N4CCCC4)ccc32)cc1 (configuration not stated)	1.4	?	4.7%	-1%	2%	8%	i	8%	6%
NC(=O)c1c(NC(=O)c2nc(SCc3ccccc3F)ncc2Cl)sc2c1CCCC2	/	6%	0.6%	/	-10%	0%	/	/	/
COc1ccc(N(CC(=O)NCCc2ccccc2)S(=O)(=O)c2ccccc2)c(OC)c1	/	?	6.2%	/	-5%	?	/	/	/
CCNC(=O)c1cnc2sc(N3CCCCCC3)nn2c1=O	/	3%	0.3%	/	-1%	?	/	/	/
O=C(CCCn1c(=O)oc2ccccc21)Nc1ccccc1	1.6	1%	0.4%	1%	0%	6%	i	11%	1%
COC(=O)c1ccccc1NC(=O)c1cn2c3c(ccc(Cl)c3c1=O)OC(C)C2 (configuration not stated)	/	0%	0.3%	/	14%	17%	/	/	/
COc1ccc(CNC(=O)c2[nH]c(C(F)(F)F)nc2-c2ccccc2)cc1OC	-6.9	-10%	-0.3%	/	/	/	i	9%	9%
Clc1nc(N2CCOCC2)ncc1Br	-2.1	-7%	0.4%	1%	1%	-3%	i	3%	-3%
Cc1nn(C)cc1CNC(=O)Nc1ccc(Br)cc1Cl	-0.2	-3%	-0.6%	0%	0%	?	i	1%	-2%
COc1cc(C(=O)Nc2scc(-c3ccc(C)cc3)c2C(=O)O)cc(OC)c1OC	0.3	-27%	-0.6%	-2%	-1%	-16%	i	6%	?
Cc1ccc(N2C=Nc3ccc(C)c4nc(C)cc2c34)cc1	-3.9	1%	0.4%	?	0%	/	i	7%	-7%
O=C1C2CCCN2C(c2ccccc2F)N1c1cccc(Cl)c1 (configuration not stated)	1.4	7%	-0.2%	0%	-2%	-6%	i	9%	?
NC(=O)c1ccc[n+](CC(=O)c2ccc(F)cc2)c1	-2.4	-17%	-0.1%	1%	-10%	-5%	i	11%	2%
COC(=O)[C@@]1(Cc2ccc(OC)cc2)[C@H]2c3cc(C(=O)N4CCCC4)n(CCn4cc([N+](=O)[O-])nc4C)c3C[C@H]2CN1C(=O)c1ccccc1	0.5	16%	-0.9%	0%	1%	21%	i	-1%	0%
CC(CCc1ccccc1)NC(=O)c1ccccc1Cl (configuration not stated)	-0.4	3%	-1.0%	0%	13%	11%	i	-2%	-1%
COc1ccccc1-c1cc(=O)c2c(O)ccc([N+](=O)[O-])c2o1	-1.4	0%	0.2%	0%	-1%	4%	i	5%	0%
COc1ccc(S(=O)(=O)N2CCCC2CNC(=O)C(=O)NCc2ccccn2)cc1 (configuration not stated)	-4.6	23%	-0.2%	2%	9%	-3%	i	8%	-3%
CCCNC(=O)C1(C)CCCN(C(=O)c2cccc(Cl)c2)C1 (configuration not stated)	0.5	3%	0.2%	/	/	/	i	12%	4%
COc1ccccc1NC(=S)N(Cc1cccnc1)Cc1ccco1	1.8	-12%	0.4%	1%	2%	?	i	-2%	?
Cc1cc(C(=O)NNS(=O)(=O)c2ccccc2C(F)(F)F)nn1C(C)(C)C	-2.1	20%	0.0%	-3%	-1%	-6%	i	7%	2%
CCCCOC(=O)c1nc(Cl)c(Cl)c(N)c1Cl	2.2	2%	2.5%	1%	0%	10%	i	3%	7%
CC1CCN(S(=O)(=O)c2ccc(C(=O)Nc3nnc(C4=COCCO4)o3)cc2)CC1	-3.7	2%	-1.5%	-6%	-13%	?	i	2%	-15%
CCN(CC)c1ccc2cc(S(=O)(=O)c3ccc(Cl)cc3)c(=O)oc2c1	-0.7	60%[activator]	0.9%	0%	?	?	i	-322%[inhibitor]	254%[activator]
Cn1c(N)c(C(=O)COC(=O)c2cccc(S(=O)(=O)N3CCCCC3)c2)c(=O)n(C)c1=O	-0.6	?	1.6%	1%	?	3%	i	10%	-8%
CC(OC(=O)CC1CCCCC1)C(=O)Nc1ccc(F)cc1 (configuration not stated)	-0.3	4%	-0.4%	-1%	0%	-17%	i	7%	-11%
O=C(c1cccnc1)N1C2CCC1CC(O)(c1ccc(F)cc1)C2 (configuration not stated)	3.3	1%	-0.5%	1%	-4%	10%	i	-3%	9%
Cn1cccc1C1C(C#N)=C(N)OC2=C1C(=O)CCC2 (configuration not stated)	0.2	-1%	0.0%	-1%	-13%	-11%	i	7%	9%
Cc1ccc(C)c(NC(=O)Cn2c([N+](=O)[O-])cnc2C)c1	-0.1	17%	0.0%	1%	-2%	-9%	i	3%	-1%
Brc1ccc(-c2nn3c(-c4ccco4)nnc3s2)o1	-0.3	0%	10%	?	-6%	-8%	i	1%	6%
COc1ccc(S(=O)(=O)NCCOc2ccccc2)cc1-n1cnnn1	0.5	16%	-1.2%	0%	3%	17%	i	5%	15%
O=C(Cn1c(=O)nc(-c2ccccc2F)c2cc(Cl)ccc21)NCCCc1ccccc1	/	?	3.6%	/	-25%	-6%	/	/	/
CC(C)=CC(=O)Nc1ccc(OCc2ccccc2)cc1	-0.8	1%	2.9%	0%	-29%	?	i	11%	-7%
